High-throughput results as filed in PubChem BioAssay.
hcDAF12 agonist = H. contortus DAF-12 activation, primary screen | HEK293 hcDAF-12 lit1-tk-luc reporter, luminescence; 0% DMSO, 100% Δ7-dafachronic acid | activation, % at 6.8 µM | actives 1.4% (n = 370,000);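 active means activation above the mean of all tested compounds plus 3 SD, cut at about 5.5% in these data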;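 further: 100% = response to 3 µM Δ7-dafachronic acid high control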
hgDAF12 agonist = hgDAF-12 agonism, primary luciferase screen; activation, % at 6.8 µM; AID 687014; actives 1.8% (n = 370,000); HEK293 GAL4-hgDAF12 UAS-luciferase reporter, agonist luminescence; normalized to butyrate control;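 active means activation above a cutoff set at the mean of all screened compounds plus 3 SD, cut at about 10% in these data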;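 further: 0% = DMSO wells and 100% = sodium butyrate wells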
GAA850 FXN act = activators of GAA850 frataxin (FXN) promoter; HEK293 lucGAA850 FXN promoter luciferase reporter, 24 h; percent of 10 µM SAHA response; activation, % at 6 µM; actives 0.56% (n = 360,000); AID 540364;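 active means activation above the average of all compounds screened plus 3 SD, cutoff fixed separately per campaign, cut at about 7.5% in these data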;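 further: 0% = DMSO wells and 100% = 10 µM SAHA wells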
sPLA2-III inh = Blocks human group III sPLA2 activity. QFRET BODIPY PC-A2 liposome hydrolysis, fluorescence. inhibition, % at 12.2 µM. actives 0.56% (n = 370,000). Q9NZ20;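 active means inhibition above mean plus 3 SD of compounds lying within the high and low control bounds, cut at about 19% in these data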;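 further: 0% = median of test compound wells and 100% = no enzyme DMSO wells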
PLC-gamma1 inh = PLC-gamma1 (human) inhibition, primary screen | purified PLC-gamma1, fluorogenic substrate, fluorescence | actives 0.84% (n = 370,000) | P19174 | inhibition, % at 12.2 µM | AID 720700; in the data active means inhibition above about 9.5%
Target sequence (P19174 whole entry, looked up): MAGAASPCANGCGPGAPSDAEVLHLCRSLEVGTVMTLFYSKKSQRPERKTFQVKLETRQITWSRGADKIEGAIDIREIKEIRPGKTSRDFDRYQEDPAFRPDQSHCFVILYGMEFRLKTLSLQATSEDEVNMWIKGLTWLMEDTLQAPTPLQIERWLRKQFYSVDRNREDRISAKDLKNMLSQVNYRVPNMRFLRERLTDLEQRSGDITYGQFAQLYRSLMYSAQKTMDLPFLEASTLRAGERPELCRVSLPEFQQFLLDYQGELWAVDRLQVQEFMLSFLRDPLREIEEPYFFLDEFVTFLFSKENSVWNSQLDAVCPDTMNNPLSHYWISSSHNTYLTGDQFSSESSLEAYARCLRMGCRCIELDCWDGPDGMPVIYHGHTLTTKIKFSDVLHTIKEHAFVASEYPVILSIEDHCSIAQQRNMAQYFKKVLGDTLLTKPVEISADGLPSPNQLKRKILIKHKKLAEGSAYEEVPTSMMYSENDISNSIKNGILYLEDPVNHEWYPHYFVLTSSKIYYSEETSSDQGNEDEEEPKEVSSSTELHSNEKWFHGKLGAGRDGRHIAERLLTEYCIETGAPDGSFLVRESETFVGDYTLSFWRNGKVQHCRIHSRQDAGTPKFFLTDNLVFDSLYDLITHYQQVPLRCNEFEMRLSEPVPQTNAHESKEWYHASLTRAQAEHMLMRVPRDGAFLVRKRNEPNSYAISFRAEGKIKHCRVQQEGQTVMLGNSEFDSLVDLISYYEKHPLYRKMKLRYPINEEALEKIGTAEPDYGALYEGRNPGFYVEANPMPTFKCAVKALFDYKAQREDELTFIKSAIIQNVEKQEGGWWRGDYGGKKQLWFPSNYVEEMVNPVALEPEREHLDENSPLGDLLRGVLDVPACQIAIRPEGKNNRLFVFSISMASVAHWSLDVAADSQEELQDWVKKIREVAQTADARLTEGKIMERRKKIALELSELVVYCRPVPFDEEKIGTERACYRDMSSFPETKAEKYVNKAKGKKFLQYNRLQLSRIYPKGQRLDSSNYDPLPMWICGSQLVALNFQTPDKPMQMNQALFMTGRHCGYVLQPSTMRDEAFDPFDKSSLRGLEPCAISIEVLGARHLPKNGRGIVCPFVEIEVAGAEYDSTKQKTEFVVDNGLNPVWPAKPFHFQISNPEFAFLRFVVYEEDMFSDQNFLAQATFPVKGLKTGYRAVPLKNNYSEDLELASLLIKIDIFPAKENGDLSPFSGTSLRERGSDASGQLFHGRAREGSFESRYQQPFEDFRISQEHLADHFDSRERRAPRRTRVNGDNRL
PLCb3 inh = PLC-beta3 (human) inhibition, primary screen; actives 0.18% (n = 370,000); Purified PLC-beta3, fluorogenic substrate, fluorescence; Q01970; inhibition, % at 12.2 µM; in the data active means inhibition above about 11%;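 further: 0% = median of compound wells on plate and 100% = full blocker control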
ADAM17 inh = ADAM17 inhibition, QFRET primary screen; P78536; recombinant ADAM17, EDANS/DABCYL FRET peptide cleavage; inhibition, % at 6.95 µM; actives 0.83% (n = 370,000);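 active means inhibition above the mean of compounds lying between control limits plus 3 SD, set per campaign, cut at about 8.5% in these data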;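 further: 0% = DMSO-only wells as the low control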
ADAM10 inh = inhibitors of human ADAM10. actives 0.62% (n = 370,000). O14672. inhibition, % at 7 µM. recombinant ADAM10, EDANS/DABCYL FRET peptide cleavage, 3 h;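 active means inhibition above a per-campaign cutoff equal to the mean of compounds falling between control-based bounds plus 3 SD, cut at about 20% in these data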;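 further: 0% = DMSO wells while the 100% control is not disclosed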
DAX1 inh-1 = inhibitors of human orphan nuclear receptor DAX1 (NR0B1); P51843; HEK293 Gal4-DAX1 luciferase reporter, luminescence; inhibition, % at 6.75 µM; actives 0.99% (n = 340,000); AID 504766;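 active means inhibition above the mean over all tested compounds plus 3 SD, cut at about 4.2% in these data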;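 further: 0% = DAX1-transfected cells with DMSO and 100% = empty-vector control cells with DMSO; inhibition shows as a rise in luminescence from relieved DAX1 repression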
ssDAF-12 act = activates DAF-12 receptor from parasite S. stercoralis; HEK293 ssDAF-12/GRIP1 lit1-tk-luc reporter, luminescence; % of 3 µM dafachronic acid response; activation, % at 6.8 µM; actives 1% (n = 370,000);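 active means activation above the mean over all tested compounds plus 3 SD, cut at about 0.9% in these data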;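 further: 0% = DMSO-only wells and 100% = 3 µM delta7-dafachronic acid wells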
DAX1 inh-2 = blocks DAX1 repression of SF-1 activated StAR promoter; HEK293T StAR-luciferase reporter, SF-1/DAX-1 repression relief; inhibition, % at 6.8 µM; actives 1.1% (n = 370,000); AID 652010;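 active means inhibition above the mean over all tested compounds plus 3 SD, cut at about 3.6% in these data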;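 further: 0% = DAX-1 cells with DMSO and 100% = cells lacking DAX-1 with DMSO; higher inhibition means more luminescence from relief of DAX-1 repression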
Starred values were filed as active, the others as inactive; i = inactive; . = not tested or not shown. The order is random, and some 6.9% of all compounds hit somewhere here.

SMILES | hcDAF12 agonist | hgDAF12 agonist | GAA850 FXN act | sPLA2-III inh | PLC-gamma1 inh | PLCb3 inh | ADAM17 inh | ADAM10 inh | DAX1 inh-1 | ssDAF-12 act | DAX1 inh-2
C=CCC[C@@H](Cc1ccc(F)cc1)C(=O)OC[C@H](C)NC(=O)[C@@H](CC=C)CC(=O)N(CCO)Cc1ccccc1 | 0.1 | 1.0 | -5.9 | -48 | 4 | 6 | 9.8* | 19 | -2.1 | -1.4 | -2.8
CCOC(=O)c1c(NC(=O)CN2CCN(C(=O)c3ccco3)CC2)sc(C(N)=O)c1C | -2.8 | -2.2 | 0.8 | 1 | -1 | -2 | -1 | -1 | -1.4 | -1.6 | 0.2
COc1ccccc1-c1cn[nH]c1-c1ccc(O)cc1O | -1.5 | -3.1 | -0.8 | -33 | 0 | -6 | -2 | -14 | -1.2 | -2.1 | -0.7
CCOCCn1ccc2c(OCC(=O)Nc3ccccc3OC)cccc2c1=O | -3.6 | -3.6 | 0.1 | -5 | 0 | 0 | -5 | -25 | -1.6 | -2.1 | -3.1
C[C@@H]1CN([C@@H](C)CO)S(=O)(=O)c2ccc(Br)cc2O[C@@H]1CN(C)Cc1ccccn1 | -1.5 | 0.9 | -0.2 | 0 | 0 | 0 | -5 | -6 | 0.6 | -0.6 | 0.7
CCn1c(C)c2c([n+]1CC)CC(C)(C)CC2=O | -0.6 | 0.2 | 0.3 | 4 | 1 | 76* | 3 | -4 | -1.1 | -1.6 | 0.5
Cc1c(C)n(Cc2ccccc2)c2ccc(C(=O)O)cc12 | -1.3 | 0.0 | -1.0 | 2 | -2 | -10 | -5 | -8 | . | -1.4 | 0.1
CC1(C)C(=O)C2(CCCCC2)C(=O)OC1c1cccn1-c1ccc([N+](=O)[O-])cc1 (stereo not given) | 0.8 | -0.7 | -0.5 | 5 | 0 | 0 | -3 | 2 | -0.9 | -0.8 | 0.5
O=C(C1CCN(S(=O)(=O)c2ccc3ccccc3c2)CC1)N1CCN(c2ncccn2)CC1 | -2.0 | -3.6 | 1.3 | -14 | -3 | -4 | 0 | 3 | -0.5 | -1.4 | -1.4
O=C(/C=C/Nc1ccccc1)c1ccc(Oc2ncccn2)cc1 | 0.8 | 7.7 | 2.3 | -18 | -12 | -16 | 5 | 15 | 1.8 | -0.7 | 0.9
O=C(O)/C=C/c1ccc(-c2cccc(C(F)(F)F)c2)o1 | 0.2 | -0.4 | 4.4 | -4 | -18 | -20 | -22 | -75 | 0.7 | -2.0 | 0.2
O=C(Nc1ccccc1)P(=O)(O)c1ccccc1 | 0.7 | -2.4 | 0.1 | 8 | 3 | -3 | -5 | -12 | 3.4 | -0.8 | -0.9
COc1cccc(C(=O)NCc2ccc3c(c2)OCO3)c1 | -2.4 | -1.2 | 2.5 | 1 | 1 | -7 | -5 | 2 | -0.4 | -0.7 | -0.4
Cc1csc2nc(CNS(=O)(=O)c3ccc(-c4ccccc4)cc3)cn12 | -1.3 | -0.9 | -0.1 | -7 | 0 | -1 | 1 | -4 | -0.8 | -1.3 | 0.0
CCCN(CC(=O)Nc1cc(Cl)ccc1Cl)C(=O)c1ccc(N2CCCC2=O)cc1 | -0.9 | -1.0 | 1.4 | -9 | 3 | -7 | 1 | -3 | -0.8 | -0.7 | 1.6
Cc1ccccc1CN1C(=O)c2ccccc2Sc2ccc(C(=O)NCCN3CCOCC3)cc21 | -0.7 | -2.0 | -6.5 | -17 | 3 | -3 | 2 | 6 | 0.3 | -1.2 | -0.3
CCCCC/C=C/C1=CC(=O)C[C@H](c2ccc(Cl)cc2)C1 | 0.1 | 2.3 | 0.6 | 0 | -2 | -3 | 4 | 10 | 1.1 | -1.4 | 0.5
CSc1nn(CCc2ccncc2)c(=S)s1 | 3.0 | 1.5 | 0.5 | -1 | -1 | 0 | -5 | -2 | 0.5 | -1.1 | -0.2
Cc1cc(C(=O)CN2C(=O)NC3(CCCCCC3)C2=O)c(C)n1C | 0.0 | 4.4 | 4.0 | 3 | 0 | 3 | 0 | 3 | 0.3 | -0.8 | 1.6
CC(C)CN(/C=N/c1sc2c(c1C#N)CCCCC2)CC(C)C | -1.8 | 1.1 | 0.5 | -1 | -5 | -1 | -2 | 1 | -1.0 | -1.0 | 0.4
O=C(Nc1cccc(-n2cnnn2)c1)c1ccccc1Br | -0.4 | 0.7 | 0.0 | 8 | 7 | -2 | 7 | 6 | 1.3 | -1.2 | 0.5
COc1cc(OC)cc(-c2n[nH]c(=S)n2-c2ccc3c(c2)OCO3)c1 | -2.1 | -1.6 | 2.5 | 8 | -1 | -3 | -1 | 4 | 0.5 | -1.4 | -0.6
CCC(C)C(=O)Nc1nnc(SCC(=O)Nc2ccccc2F)s1 (stereo not given) | -1.9 | -1.7 | 2.2 | -1 | 4 | 4 | 0 | 5 | 0.6 | -1.5 | -0.2
FC(F)(F)c1cc(NCc2cccs2)n2ncnc2n1 | -0.8 | -0.9 | 1.9 | 4 | -1 | 3 | -6 | -4 | 0.2 | -1.6 | -0.3
O=C(CCn1c(=O)oc2ccccc21)NCc1cccs1 | 0.2 | -0.3 | -1.0 | 2 | -2 | 0 | -5 | -2 | 0.5 | -0.8 | 0.6

3 entries from above in another layout:
Values in the order – hcDAF12 agonist	hgDAF12 agonist	GAA850 FXN act	sPLA2-III inh	PLC-gamma1 inh	PLCb3 inh	ADAM17 inh	ADAM10 inh	DAX1 inh-1	ssDAF-12 act	DAX1 inh-2
FC(F)(F)c1cc(NCc2cccs2)n2ncnc2n1
    -0.8	-0.9	1.9	4	-1	3	-6	-4	0.2	-1.6	-0.3
CC(C)CN(/C=N/c1sc2c(c1C#N)CCCCC2)CC(C)C
    -1.8	1.1	0.5	-1	-5	-1	-2	1	-1.0	-1.0	0.4
O=C(Nc1cccc(-n2cnnn2)c1)c1ccccc1Br
    -0.4	0.7	0.0	8	7	-2	7	6	1.3	-1.2	0.5

(next part)
SMILES | hcDAF12 agonist | hgDAF12 agonist | GAA850 FXN act | sPLA2-III inh | PLC-gamma1 inh | PLCb3 inh | ADAM17 inh | ADAM10 inh | DAX1 inh-1 | ssDAF-12 act | DAX1 inh-2
COC(=O)[C@@H](NC(=O)Nc1ccc2c(c1)OCCO2)C(C)C | 2.8 | 2.4 | -1.8 | 0 | 10* | 2 | 3 | -1 | -0.3 | -1.3 | 0.2
CCS(=O)CCSc1nc2ccccc2s1 (stereo not given) | -3.1 | -6.1 | -7.7 | -3 | 2 | 1 | -1 | -4 | -1.1 | -1.8 | -1.4
CNC(=O)c1sccc1S(=O)(=O)Cc1c(Cl)cccc1Cl | -2.3 | 0.0 | 1.5 | 13 | 4 | 9 | 7 | 10 | 0.1 | -1.6 | -0.2
O=C(C1CCN(S(=O)(=O)c2ccccc2)CC1)N1CCN(Cc2ccc3c(c2)OCO3)CC1 | -3.2 | -0.5 | -0.9 | -4 | -2 | -7 | -1 | 8 | -0.7 | -1.4 | -2.4
O=c1[nH]c(N2CCN(Cc3ccccc3)CC2)nc2c1CCC2 | -0.7 | 1.4 | 1.8 | 4 | 3 | 1 | -5 | 0 | . | -1.2 | 0.7
CC(=O)Nc1ccc(C(=O)OCC(=O)c2ccc(S(=O)(=O)N3CCCCC3)cc2)cc1 | -2.2 | -1.7 | 0.4 | -56 | -5 | -11 | 0 | 6 | 0.2 | -1.0 | 1.4
O=[N+]([O-])c1ccc(Br)c(CN2CCN(c3ncc(Cc4ccccc4)cn3)CC2)c1 | 0.5 | 0.9 | . | 10 | 0 | 3 | 7 | 2 | . | -1.0 | 0.8
COCCC(=O)N1CCCC(N2CCN(c3ccc(F)cc3)CC2)C1 (stereo not given) | 0.5 | -0.4 | -0.1 | 2 | 4 | -1 | 1 | 2 | 0.5 | -2.0 | -0.2
Cc1nn(-c2ccccc2)nc1C(=O)Nc1ccc2[nH]ncc2c1 | -2.1 | -0.9 | 3.5 | -2 | 2 | -5 | 0 | 4 | -0.5 | -1.1 | -0.2
CCCc1cc(C(=O)NCc2ccco2)no1 | 1.7 | 4.3 | 1.7 | -2 | 1 | 1 | -1 | -4 | 0.4 | 0.4 | 0.8
CCOC(=O)[C@]12CCCC=C1N(Cc1ccco1)C(=O)[C@H](CC(=O)N1CCOCC1)C2 | 0.1 | 4.5 | . | 5 | -1 | 2 | -4 | -13 | . | -0.6 | -0.5
CC(=O)NNc1[nH]c2c(c(=O)c1[N+](=O)[O-])c(=O)n(C)c(=O)n2C | 0.2 | 1.4 | 0.1 | 5 | 6 | 5 | 4 | 0 | -0.7 | -0.9 | 0.1
O=C(CNCc1ccccc1)Nc1ccc(Oc2ccccc2)cc1 | -0.5 | 2.9 | -0.5 | 7 | 5 | 4 | 2 | 9 | . | -0.8 | -1.8
O=C(Nc1ccc2c(c1)C(=O)OC2)Nc1cccc2ccccc12 | -0.3 | 3.1 | 0.6 | 2 | -2 | -2 | -1 | -2 | 0.3 | -1.2 | 0.5
CCCNC(=O)C1(C)CCCN(C(=O)Cc2cccc(OC)c2)C1 (stereo not given) | -1.1 | -1.3 | -1.6 | 9 | 3 | 0 | -3 | -4 | . | -0.9 | -0.1
CCOC(=O)c1c(NC(=S)NC(=O)c2cnn(CC)c2)sc2c1CCC(C)C2 (stereo not given) | -2.1 | -1.6 | 0.6 | -7 | 1 | 1 | -4 | 5 | 0.7 | -1.1 | -0.3
Cc1nn(C)c(C)c1S(=O)(=O)NCCc1ccc(Cl)cc1 | 0.0 | 1.4 | -0.2 | 1 | -1 | -4 | -6 | 2 | 0.1 | -1.0 | -0.1
Cc1cccnc1NC(=S)NCc1ccco1 | -0.5 | 2.5 | 4.8 | 14 | 0 | -8 | -6 | -9 | -0.2 | -0.9 | 0.2
CCCCCCn1c(SCCN2CCOCC2)nc2c1c(=O)[nH]c(=O)n2C | -2.0 | 1.6 | -0.5 | -4 | 5 | 0 | -4 | -2 | 0.7 | -0.9 | -0.7
C=CCn1c(=N)c(C#N)cc2c(=O)n3ccccc3nc21 | -0.8 | -1.1 | -0.5 | 2 | -132 | -166 | -237 | i | 0.5 | -0.9 | 0.2
Cc1ccc(-c2csc(/C(C#N)=C/Nc3ccc4c(c3)OCCO4)n2)cc1 | 0.3 | -0.4 | 1.2 | -2 | 2 | 3 | 1 | 5 | 0.3 | -0.4 | -0.2
Oc1ccccc1-c1cncn1Cc1ccccc1 | -1.7 | 1.3 | 1.8 | -45 | 1 | 2 | 0 | -6 | -0.6 | -1.6 | 0.4

Marked active in PLC-gamma1 inh, of those listed so far:
canonical_smiles | hcDAF12 agonist | sPLA2-III inh | PLC-gamma1 inh | PLCb3 inh | ADAM17 inh | ADAM10 inh | DAX1 inh-1 | ssDAF-12 act | DAX1 inh-2
COC(=O)[C@@H](NC(=O)Nc1ccc2c(c1)OCCO2)C(C)C | 2.8 | 0 | 10* | 2 | 3 | -1 | -0.3 | -1.3 | 0.2
